Assay outcomes as filed in PubChem BioAssay.
BCLXL inh – blocks human Bcl-xL binding to Bim BH3 peptide; Q07817; GST-Bcl-xL / FITC-Bim BH3 peptide fluorescence polarization; inhibition, % at 10.9 µM; 320,000 compounds, 0.7% hits;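 active means inhibition above the mean of all tested compounds plus 3 SD, cutoff set per campaign, cut at about 30% in these data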;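 further: 0% = DMSO wells and 100% = unlabeled Bim-BH3 peptide competitor; inhibitors lower millipolarization by displacing the labeled peptide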
Target sequence (Q07817 whole entry, looked up): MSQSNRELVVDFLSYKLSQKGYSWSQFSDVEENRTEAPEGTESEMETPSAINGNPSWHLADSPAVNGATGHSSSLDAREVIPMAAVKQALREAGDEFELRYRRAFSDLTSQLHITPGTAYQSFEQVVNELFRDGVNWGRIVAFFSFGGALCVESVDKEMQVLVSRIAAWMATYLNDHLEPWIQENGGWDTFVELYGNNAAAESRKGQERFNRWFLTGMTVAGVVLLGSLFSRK
Efflux pump inh – inhibitors of Candida antifungal efflux pumps expressed in yeast. S. cerevisiae Candida pump triplex, Nile Red efflux. inhibition, % at 10 µM. 330,000 compounds, 0.44% hits. AID 485275;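 active means plate passing quality check with inhibition over a set limit, or well fluorescence over plate mean plus 4 SD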;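 further: Nile Red retained in pooled yeast measured as flow cytometry median fluorescence; 0% = buffer negative control and 100% = Enniatin B positive control; higher means more Nile Red kept so more efflux inhibition; some compounds called inactive have numbers as strong as hits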
Yeast superoxide – caloric restriction mimetics inhibiting age-related superoxide in yeast; S. cerevisiae aged cells, superoxide DHE fluorescence; active compounds read low; superoxide response (% of plate mean), % at 10 µM; 330,000 compounds, 0.18% hits; AID 2690;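 active means superoxide response under a set limit, about three screen SD below normal, cut at about 65% in these data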;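 further: yeast aged for seven days with compound at 30 °C before DHE staining; 100% = average MFI of all compound-treated wells on the plate with controls excluded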
ZTA counter – counter-screen for EBNA-1 inhibitors: inhibitors of Epstein-Barr virus ZTA; P03206; ZTA-DNA binding, fluorescence polarization; inhibition, % at 11 µM; 320,000 compounds, 0.15% hits; in the data active means inhibition above about 33%
Target sequence (P03206 whole entry, looked up): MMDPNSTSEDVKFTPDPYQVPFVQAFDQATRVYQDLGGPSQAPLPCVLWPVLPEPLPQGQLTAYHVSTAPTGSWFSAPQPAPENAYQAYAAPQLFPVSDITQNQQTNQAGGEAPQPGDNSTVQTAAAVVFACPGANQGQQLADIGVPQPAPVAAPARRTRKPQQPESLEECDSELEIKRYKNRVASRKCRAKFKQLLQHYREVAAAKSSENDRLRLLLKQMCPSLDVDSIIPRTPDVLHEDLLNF
EBNA-1 inhibitor – blocks EBNA-1 binding to DNA; 300,000 compounds, 0.34% hits; inhibition, % at 14.8 µM; EBNA-1 DNA binding, fluorescence polarization; in the data active means inhibition above about 28%
MEX-5 binding – C. elegans MEX-5 TCR-2 RNA binding activity; Q9XUB2; MEX-5/FITC-TCR2 RNA binding, fluorescence polarization; active compounds read low; 300,000 compounds, 0.38% hits; activity score (negative = inhibition of binding), % at 10 µM;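 active means inhibition past about -25% in most replicates, and total fluorescence under double the plate's negative control median, limit read from the data; inconclusive means replicates evenly split on the limit, or fluorescence at least double controls; inactive means too little inhibition in most replicates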;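 further: 0% = DMSO and -100% = 5 µM competing unlabeled TCR2 RNA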
Fam108B counter – Fam108B inhibition, counter-screen for RBBP9 inhibitors; AID 1947; 300,000 compounds, 0.33% hits; recombinant Fam108B, FP-Rh probe fluorescence polarization; inhibition, % at 9.51 µM;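 active means inhibition above the screen mean inhibition plus 3 SD, computed separately per campaign, cut at about 18% in these data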;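 further: inhibitors lower polarization as less probe binds the enzyme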
MCL1 BIM primary – inhibitors of human MCL1 binding to BIM-BH3 peptide; inhibition, % at 10.9 µM; GST-MCL1 / FITC-Bim-BH3 fluorescence polarization; 320,000 compounds, 0.68% hits; Q07820; AID 2057;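 active means inhibition above the mean inhibition of all tested compounds plus 3 SD, set per campaign, cut at about 40% in these data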;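 further: 0% = DMSO wells and 100% = unlabeled Bim-BH3 peptide control; higher means more loss of mP so more displacement of Bim peptide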
Target sequence (Q07820 whole entry, looked up): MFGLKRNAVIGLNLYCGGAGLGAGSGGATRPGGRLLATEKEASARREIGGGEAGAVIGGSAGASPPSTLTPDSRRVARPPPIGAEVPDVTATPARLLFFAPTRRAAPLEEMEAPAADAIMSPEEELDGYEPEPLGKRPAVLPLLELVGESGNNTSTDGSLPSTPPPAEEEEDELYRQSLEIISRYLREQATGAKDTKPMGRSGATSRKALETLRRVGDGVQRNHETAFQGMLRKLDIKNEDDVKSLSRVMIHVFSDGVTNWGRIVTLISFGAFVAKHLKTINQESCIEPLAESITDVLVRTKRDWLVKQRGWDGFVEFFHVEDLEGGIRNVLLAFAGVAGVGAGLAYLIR
GLD-1 RNA inh – GLD-1-TGE RNA interaction inhibition (C. elegans). purified GLD-1 + fluorescein TGE RNA, fluorescence polarization. inhibition, % at 5.96 µM. 320,000 compounds, 0.44% hits. AID 2280;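 active means percent inhibition above a per-plate cutoff, the plate mean of test compounds plus 3 SD, cut at about 30% in these data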;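 further: 0% = DMSO wells with GLD-1 and probe and 100% = wells lacking GLD-1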
Starred values were filed as active, the others as inactive; ? = inconclusive; / = no result given. Compounds were not picked by outcome; about 2.3% have a hit in one of these screens.

SMILES,BCLXL inh,Efflux pump inh,Yeast superoxide,ZTA counter,EBNA-1 inhibitor,MEX-5 binding,Fam108B counter,MCL1 BIM primary,GLD-1 RNA inh
O=C(CNc1cccc2ccccc12)N/N=C/C=C/c1ccco1,1,0.2,97,3,-2,2.5,2,-4,4
S=c1[nH]ncn1NCc1ccc(Cl)cc1Cl,-8,-0.1,101,8,7,-0.2,-2,-12,5
COc1cccc(-n2nc3c(-n4ncc(C#N)c4N)nnc(C)c3c2C)c1,4,0.1,101,-8,-3,2.1,0,-1,3
Cc1cccc(C)c1NC(=O)COC(=O)CCc1ccc(S(=O)(=O)N2CCCCC2)cc1,-3,19*,90,0,-14,0.3,-7,23,-5
COC(=O)COc1ccc(S(=O)(=O)NCc2cccnc2)cc1C,4,0.2,91,-20,-6,-1.5,2,0,1
CCNS(=O)(=O)c1ccc(CCC(=O)N2CCN(c3ccccc3F)CC2)cc1,5,0.0,83,-4,-7,0.1,6,-3,5
O=C(NC1(C(F)(F)F)C(=O)Nc2c1c(=O)[nH]c(=O)n2Cc1ccco1)C1CC1 (configuration not stated),7,0.0,99,-20,3,0.8,1,0,0
CC1Cc2cc(S(=O)(=O)NCCC(=O)N(C)Cc3ccccc3)ccc2N1C(=O)C1CC1 (configuration not stated),3,0.0,106,10,5,4.1,-1,5,5
Cc1ccc(NC(=O)NNC(=O)c2ccc3c(c2)NC(=O)C(C)(C)O3)cc1,-1,0.1,98,-5,1,-0.4,-5,-1,8
Cc1csc(CNC(=O)C2CCC(=O)N(CCc3cccc(F)c3)C2)n1 (configuration not stated),2,0.0,73,18,7,2.5,0,-2,-6
COc1ccc(C2C(C(=O)N3CCOCC3)c3ccccc3C(=O)N2c2ccc(OC)cc2)cc1 (configuration not stated),0,-0.1,104,-10,-2,0.9,-3,3,4
Cc1cc(NC(=O)CCS(=O)(=O)c2nc(-c3ccccc3)cc(C(F)(F)F)n2)no1,10,-0.1,97,-7,-6,/,-2,9,-4
Cc1ccsc1C(=O)NNC(=O)c1csc(N2CCOCC2)n1,-1,0.0,99,-8,8,-14,-3,1,0
Cc1ccc(C(=O)O)cc1NS(=O)(=O)c1ccc2ccccc2c1,4,-0.1,117,-15,-2,0.7,-4,-2,0
COC(=O)/C(=N\OCc1ccc(C#N)cc1)c1c(C)nn(C)c1C,3,0.1,111,7,-13,-1.5,-1,1,6
CS(=O)(=O)Nc1ccc(C(=O)CC(=O)Nc2ccc([N+](=O)[O-])cc2)cc1,-2,0.0,104,6,-6,-0.8,2,-3,-1
CCc1cccc(OCCn2ccnc2)c1,4,-0.2,114,-16,7,-1.2,8,-1,-4
CCN(CC(=O)NCC(=O)Nc1ccc(Br)cc1C)Cc1ccccc1,-4,0.0,80,-8,7,0.9,2,-5,7
COC(=O)c1ccc(NC(=O)CN(C)Cc2cccc(F)c2)cc1,6,0.0,95,-14,-4,2.9,-1,9,-6
CCSc1nc(N2CCOCC2)c2ccccc2n1,5,0.0,113,-9,5,1.5,3,2,-9
O=C(Nc1ccc(N2CCOCC2)cc1)c1ccc2nc(-c3ccco3)c(-c3ccco3)nc2c1,0,0.3,114,1,-14,-0.5,-6,4,4
O=C(CN1C(=O)c2ccccc2S1(=O)=O)NC1CCCCCC1,0,-0.1,99,-4,6,0.7,2,4,0
Nc1nc(SCC(=O)NCc2ccc(F)cc2)[nH]c(=O)c1NC(=O)c1ccc(Cl)cc1,2,-0.2,103,4,26,1.1,2,4,3
CCOc1ccccc1N1CCN(CC(=O)Nc2ncc(C)s2)CC1,7,0.0,97,8,3,0.6,-3,-2,0

4 neighbouring records out of the list so far:
SMILES,BCLXL inh,Efflux pump inh,Yeast superoxide,ZTA counter,EBNA-1 inhibitor,MEX-5 binding,Fam108B counter,MCL1 BIM primary,GLD-1 RNA inh
COC(=O)c1ccc(NC(=O)CN(C)Cc2cccc(F)c2)cc1,6,0.0,95,-14,-4,2.9,-1,9,-6
CCSc1nc(N2CCOCC2)c2ccccc2n1,5,0.0,113,-9,5,1.5,3,2,-9
O=C(Nc1ccc(N2CCOCC2)cc1)c1ccc2nc(-c3ccco3)c(-c3ccco3)nc2c1,0,0.3,114,1,-14,-0.5,-6,4,4
O=C(CN1C(=O)c2ccccc2S1(=O)=O)NC1CCCCCC1,0,-0.1,99,-4,6,0.7,2,4,0

Continued:
SMILES,BCLXL inh,Efflux pump inh,Yeast superoxide,ZTA counter,EBNA-1 inhibitor,MEX-5 binding,Fam108B counter,MCL1 BIM primary,GLD-1 RNA inh
Cc1ccc(Nc2ccc(C(N)=O)cc2[N+](=O)[O-])cc1,1,0.0,107,3,-6,2.3,1,4,1
Cc1ccc(NC(=O)CCn2c(=O)c3cccn3c3ccccc32)cc1C,3,0.0,114,-18,-11,2.3,-2,-3,9
CC(=O)NC(CC(=O)NCC(=O)Nc1ccc(F)c(F)c1)c1ccccc1 (configuration not stated),2,-0.1,99,8,3,2.3,-1,-4,9
c1ccc(Nc2cccc(Nc3ccccc3)c2)cc1,6,-0.2,80,-12,-11,-1.9,8,5,-3
O=C(c1ccccc1)N1CCC(=O)N(C(CO)Cc2ccccc2)CC1 (configuration not stated),3,-0.2,97,13,9,-0.4,2,0,-2
COc1ccc2c(c1)c1nnc(SCC(=O)N3C(C)CCCC3C)nc1n2C (configuration not stated),14,-0.2,111,5,-25,-0.4,-3,5,1
CCc1ccc(C2C3=C(CCCC3=O)OC3=C2C(=O)CCC3)cc1,-3,0.1,93,-2,-8,-2.4,-6,-1,-7
CCOC(=O)C1CCCN(Cc2nc(N)nc(Nc3ccc(C)cc3)n2)C1 (configuration not stated),-5,0.1,102,-6,-4,-1.3,0,-3,-2
CSc1nsc(SCC(=O)NCc2ccccc2)n1,0,-0.1,95,7,7,0.8,-7,2,4
Cc1c(OC(C)C(=O)NCc2cccnc2)ccc2c3c(c(=O)oc12)CCCC3 (configuration not stated),5,0.1,80,6,0,0.8,1,3,2
COC(=O)c1sc(-c2ccccc2)cc1NC(C)=O,-1,0.0,96,0,-11,-1.2,0,-6,8
CCOc1ccc(OC(=O)c2cccnc2)cc1,3,0.1,102,-11,-4,0.4,4,3,-4

A draw from above in order of heavy-atom count, smallest number first.
SMILES,BCLXL inh,Efflux pump inh,Yeast superoxide,ZTA counter,EBNA-1 inhibitor,MEX-5 binding,Fam108B counter,MCL1 BIM primary,GLD-1 RNA inh
CCOc1ccc(OC(=O)c2cccnc2)cc1,3,0.1,102,-11,-4,0.4,4,3,-4
O=C(c1ccccc1)N1CCC(=O)N(C(CO)Cc2ccccc2)CC1 (configuration not stated),3,-0.2,97,13,9,-0.4,2,0,-2
Cc1ccc(NC(=O)CCn2c(=O)c3cccn3c3ccccc32)cc1C,3,0.0,114,-18,-11,2.3,-2,-3,9

Additional results.
SMILES,BCLXL inh,Efflux pump inh,Yeast superoxide,ZTA counter,EBNA-1 inhibitor,MEX-5 binding,Fam108B counter,MCL1 BIM primary,GLD-1 RNA inh
O=C(Cn1c(=O)oc2cccnc21)Nc1ccc(C(F)(F)F)cc1,6,-0.1,104,-4,-2,2.4,-1,-6,-2
Cc1ccc(C(=O)C2=C(O)C(=O)N(c3ncccn3)C2c2ccc(Br)cc2)o1 (configuration not stated),5,0.0,99,1,1,0.2,3,4,6
Cc1ccc(-n2c(Cc3cccn3C)nnc2SCC(=O)NCc2ccc3c(c2)OCO3)cc1,2,0.2,135,3,-10,0.6,-5,6,5
C=CCn1cccc(C(=O)Nc2cc(OC)ccc2OC)c1=O,3,0.0,93,11,5,1.1,-2,-2,3
COc1cccc(C2CC(c3ccc(F)cc3)Nc3nc(N)nn32)c1 (configuration not stated),6,-0.3,77,-5,5,-0.4,0,2,0
CCN(CC)CCNC(=O)c1cn(CC)c2ccc(S(=O)(=O)N3CCOCC3)cc2c1=O,7,-0.4,83,0,-7,0.3,-3,10,-2
O=C(Nc1ccc(F)cc1)C1CCN(S(=O)(=O)c2cccc3nonc23)CC1,5,0.3,92,-7,4,0.7,-1,6,4
CCOc1ccccc1N1CCN(CC(=O)N(CC(C)C)c2c(N)n(CC(C)C)c(=O)[nH]c2=O)CC1,10,-0.2,87,1,7,-1.2,0,-1,16
CCOc1ccc(Nc2nc(-c3cccnc3)cs2)cc1,-1,0.0,95,18,4,-2.6,-2,0,-2
Cc1ccc(NC(=O)C(=O)NC(C)C2COc3ccccc3O2)cc1 (configuration not stated),2,0.0,86,8,-23,-2.4,1,0,-4
COc1cc(C(=O)N2CCC(NC(=O)C(Cc3ccc(C)cc3)NC(C)=O)CC2)cc(OC)c1OC (configuration not stated),2,0.2,88,-12,-3,0.0,0,0,-3
Cn1ncc(Cl)c1C(=O)NCc1ccc2c(c1)OCO2,4,-0.3,124,0,-3,0.1,-1,-1,-4
CCOc1ccccc1NC1c2ccccc2C(=O)N1c1ccc(C)cn1 (configuration not stated),-1,0.0,90,5,1,2.1,1,-7,2
O=C(CSc1nc2ccccc2s1)Nc1ncccn1,8,0.1,108,18,10,-10,0,11,5
COc1ccc(S(=O)(=O)N2CCOCC2)cc1NC(=O)CNC(=O)c1cccs1,4,-0.1,93,10,/,/,/,-2,9
O=[N+]([O-])c1ccc(C2=Nc3cc(Cl)ccc3OC2)cc1,6,0.1,72,-6,-3,?,3,6,-1
O=c1cc(O)c2sc3nc(C(F)(F)F)c4c(c3c2[nH]1)CCCCC4,1,-0.3,92,1,6,0.0,-2,-6,7
Cc1ccc(C2(C)NC(=O)N(CC(=O)Nc3cc(S(=O)(=O)N(C)C)ccc3C)C2=O)cc1 (configuration not stated),23,0.2,105,-13,-13,1.9,1,0,3
Cc1nc(SCC(=O)N2CCC(C(N)=O)CC2)n[nH]1,-3,0.3,117,0,-25,/,-7,-9,-7
